High-throughput results (PubChem)
XIAP displacement: XIAP antagonists, biochemical, IAP family, fluorescence polarization (AID 1018); displacement, % at 20 µM, or IC50 in µM where a hit was titrated; 0.007% of 200,000 active; E3 ubiquitin-protein ligase XIAP (Homo sapiens); XIAP BIR domain, fluorescence polarization peptide displacement; higher % means a stronger effect; in the data active = displacement above about 50%; note: a part of the inactive calls stands beside numbers as strong as those of hits
LYP inhibition: inhibitors of LYP phosphatase, biochemical, fluorescence intensity, uHTS (AID 1779) | 0.054% of 290,000 active | recombinant LYP phosphatase, fluorescence intensity; higher % means a stronger effect | Tyrosine-protein phosphatase non-receptor type 22 (Homo sapiens) | one-dose inhibition, % at 11.5 µM; IC50 in µM for titrated hits;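 note: plate controls were vehicle with enzyme for no effect and no enzyme for full effect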
PMI inhibition: human PMI inhibitors, high substrate, primary screen, biochemical, fluorescence intensity, high mannose 6-phosphate (AID 1220). recombinant PMI enzyme, coupled fluorescence intensity; higher % means a stronger effect. one-dose inhibition, % at 20 µM; IC50 in µM for titrated hits. 0.66% of 190,000 active
human PMI inhibition: inhibitors of human PMI, primary screen, biochemical, fluorescence intensity, coupled assay (AID 1209). purified PMI enzyme, coupled fluorescence intensity; higher % means a stronger effect. inhibition, % at 20 µM, or IC50 in µM where a hit was titrated. Mannose-6-phosphate isomerase (Homo sapiens). 0.42% of 190,000 active;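 note: plate controls were DMSO vehicle for no effect and wells lacking substrate for full effect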
P. falciparum M17LAP: P. falciparum M17LAP inhibitors, primary screen, biochemical, fluorogenic H-Leu-NHMec substrate, 1536-well (AID 1619); recombinant M17LAP, H-Leu-NHMec fluorogenic kinetic assay; higher % means a stronger effect; inhibition, % at 30 µM, or IC50 in µM where a hit was titrated; 0.38% of 220,000 active;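 active = compound inhibiting the enzyme by more than half at any dose during confirmatory dose-response retesting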;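 note: plate controls were full reaction with DMSO carrier for no effect and no enzyme background for full effect; strong numbers were not always called active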
SIAH1 antagonists: Siah-1 peptide-binding antagonists, primary screen, biochemical, fluorescence polarization, rhodamine-plectin, uHTS (AID 1817); E3 ubiquitin-protein ligase SIAH1 (Homo sapiens); Siah-1 / rhodamine-plectin peptide fluorescence polarization; higher % means a stronger effect; displacement, % at 20 µM; hits with a dose series show IC50 in µM; 0.02% of 290,000 active;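 active = displacement of at least 50% at 20 µM, with a fluorescence ratio check between 0.3 and a set limit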;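 note: plate controls were Siah plus tracer with DMSO for no effect and tracer alone without Siah for full effect; strong numbers were not always called active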
AID2073: inhibitors of Mint1-CaV2.2 protein interaction, biochemical, HTRF (AID 2073); inhibition, % at 20 µM, or IC50 in µM where a hit was titrated; 0.19% of 290,000 active; Voltage-dependent N-type calcium channel subunit alpha-1B (Homo sapiens); HTRF protein-protein interaction, Mint1-CaV2.2; higher % means a stronger effect; in the data active = inhibition mostly above about 51%, no sharp cut-off; note: some results filed as inactive read as strong as hits
M1AAP inhibition: P. falciparum M1AAP inhibitors, biochemical, fluorogenic H-Leu-NHMec substrate, 1536-well (AID 1445) | Aminopeptidase N (Plasmodium falciparum (isolate 3D7)) | inhibition, % at 30 µM; hits with a dose series show IC50 in µM | recombinant M1AAP, H-Leu-NHMec fluorogenic kinetic assay; higher % means a stronger effect | 0.42% of 220,000 active;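 active = primary inhibition above the hit cutoff, then over 50% inhibition at one or more dose response concentrations, cut at about 23% in these data, passing the limit was not always enough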;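 note: plate controls were DMSO full reaction for no effect and no enzyme background for full effect; strong numbers were not always called active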
Dynein transport: inhibitors of GR-EGFP nuclear translocation, primary screen, dynein cargo transport inhibitor project, imaging, high-content, 3617.4 mouse cells; test concentration mostly 20 µM; stimulated with dexamethasone, 1 µM; active compounds read low; z-score, hits read low; 0.47% of 220,000 active;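 active = plate z-score of nuclear minus cytoplasmic receptor signal below a set negative limit, without overly bright fluorescence or cell loss, cut at about -3.5 in these data, passing the limit was not always enough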;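 note: z-score of nuclear minus cytoplasmic ring GR-EGFP intensity difference per well; some compounds called inactive have numbers as strong as hits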
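Buffer or medium: Induction medium lacking tetracycline, stripped serum | Also added: Dexamethasone agonist, 1.0 µM final, for 30 min | Timing: 48 h induction, 1 h compound, 30 min dex at 37 °C | Detection: Formaldehyde fixation, Hoechst nuclear stain, 10x automated fluorescence imaging | Measure: Nuclear versus cytoplasmic GR-EGFP signal, averaged per well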
Dynein transport cytoplasmic EGFP: second read-out of Dynein transport, no call of its own (marks repeat the call); z-score; measured here: cytoplasmic GR-EGFP intensity; active compounds read high
Dynein transport nuclear GR-EGFP: recorded beside Dynein transport, whose call it bears; z-score; measured here: nuclear GR-EGFP intensity;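 lower value marks the stronger effect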
Dynein transport cell count: further read-out of Dynein transport, marked with its call; z-score; measured here: cell count per field
Numbers without * were called inactive; nt = no result given. Cut-off read from the data, not from the text of the source, unless noted: active = inhibition above about 50%; inactive = the rest.

Order of results – PMI inhibition	LYP inhibition	XIAP displacement	Dynein transport cell count	Dynein transport cytoplasmic EGFP	Dynein transport	AID2073	Dynein transport nuclear GR-EGFP	human PMI inhibition	M1AAP inhibition	SIAH1 antagonists	P. falciparum M17LAP
> O=C(CCSCc1cccc(Cl)c1)NCCC1=CCCCC1
    8%	2%	-9.7%	1.3	-0.27	-0.76	-5%	-0.47	15%	1%	8%	0%
> COc1ccc(S(=O)(=O)N(C)c2ccc(C(=O)N3CCCCC3)cc2)cc1OC
    nt	-7%	nt	0.36	-0.17	-0.53	8%	0.17	nt	1%	13%	2%
> CN(C)c1ccc(NC(=O)CSc2nc3c(c(=O)[nH]2)CCCC3)cc1
    7%	-1%	-1.3%	-0.34	-0.2	-0.051	-25%	0.82	6%	9%	8%	31%
> CCOC(=O)c1c(/N=C/C2=C(O)CC(C)(C)CC2=O)sc(C)c1C
    18%	2%	-2.9%	-0.24	-0.21	0.26	-26%	-0.19	11%	7%	2%	-12%
> COc1ccc(S(=O)(=O)N2CCN(C(=O)c3c(-c4ccccc4)noc3C)CC2)cc1
    4%	-4%	-5.4%	0.56	-0.2	-0.89	-1%	0.37	2%	0%	1%	-7%
> C#CCOCCOCCOCCNc1nc(N2CCN(C(=O)Cn3cc(CCCCN)nn3)CC2)nc(N2CCN(C(=O)Cn3cc(CCCCN)nn3)CC2)n1
    -26%	-1%	-8.4%	-1.7	-0.07	2.1	40%	1.2	4%	5%	6%	0%
> COC(=O)c1ccc(C2c3c(oc4ccc(Cl)cc4c3=O)C(=O)N2CCN2CCOCC2)cc1 (stereo unspecified)
    nt	-5%	nt	0.9	-0.28	-0.47	-5%	0.3	nt	nt	2%	nt
> O=C(Nc1cccc2ccccc12)c1cc2c(cc1Br)OCO2
    nt	-4%	nt	0.43	-0.26	-0.48	-7%	-0.26	nt	5%	2%	0%
> COc1ccc(CNC(=O)CS(=O)Cc2nc(-c3ccccc3C)oc2C)cc1 (stereo unspecified)
    6%	-3%	-2.6%	0.085	-0.091	-0.83	7%	-0.31	5%	-3%	-1%	7%
> Cc1nc2cc(NC(=O)Nc3nccs3)ccc2n1C
    6%	2%	-9.2%	0.29	-0.21	0.13	-12%	0.059	9%	5%	-6%	-8%
> O=S(=O)(c1ccccc1)c1nc(-c2ccccc2Cl)oc1NCCN1CCOCC1
    -1%	-4%	-0.7%	1.6	-0.013	-2.2	0%	-0.87	1%	1%	3%	4%
> CCOC(=O)c1c(N)sc(N)c1C(=O)OCC
    nt	-4%	-8.2%	0.66	-0.25	-0.9	35%	0.097	60%*	4%	1%	10%
> COc1cccc(C(=O)N/N=C/c2ccc(Oc3ccc([N+](=O)[O-])cn3)c(OC)c2)c1
    18%	-7%	-3.7%	0.17	0.2	-0.54	0%	-0.17	23%	7%	-2%	1%
> CCN(CC)CCCNS(=O)(=O)c1ccc(OC)cc1
    2%	-5%	-15%	-1.2	-0.2	0.63	10%	1.2	3%	7%	0%	0%
> COc1cc2c(cc1OC)C(C(=O)NCc1ccco1)C1c3ccccc3CCN1C2=O (stereo unspecified)
    2%	-8%	3.3%	0.28	-0.13	-0.8	3%	0.43	-7%	-1%	4%	25%
> CNC(=S)N1N=C(c2ccccc2)CC1c1ccc(OC)c(OC)c1 (stereo unspecified)
    -8%	3%	-2.7%	0.47	-0.31	0.48	-8%	0.047	5%	5%	2%	7%
> Cc1cc(Nc2nc3ccccc3nc2Cl)n(-c2ccc([N+](=O)[O-])cc2)n1
    0%	-2%	-5.2%	0.99	-0.072	-0.89	2%	-0.24	3%	-1%	1%	-3%
> CCCCOP(=O)(c1ccc(N(C)C)cc1)C(O)c1ccncc1 (stereo unspecified)
    7%	1%	-1.1%	0.38	-0.22	-0.45	41%	-0.34	6%	2%	4%	11%
> Nc1ccc2c(c1Cl)C(=O)c1ccc(N)c(Cl)c1C2=O
    nt	-3%	nt	-0.47	-0.25	0.97	47%	0.34	nt	9%	23%	14%
> COc1ccc(C2OCC3(CO2)SC(=O)NC3=O)cc1OC (stereo unspecified)
    -7%	-5%	-3.6%	0.69	-0.33	-0.38	1%	-0.1	-12%	2%	23%	-3%
> COc1ccc(N2CCN(S(=O)(=O)c3ccc(C(=O)NCc4ccco4)cc3)CC2)cc1
    -2%	-10%	-4.9%	-0.13	-0.24	0.74	-3%	0.028	-7%	-1%	2%	0%
> Cn1c(CNC(=O)c2ccco2)nnc1SCC(=O)Nc1ccc(Br)cc1F
    -3%	1%	-9.7%	-0.097	-0.28	-0.47	5%	-0.34	-5%	0%	4%	23%
> CCc1nnc(NC(=O)c2cccc(OC)c2)s1
    18%	0%	1.0%	-0.058	0.44	0.11	9%	0.33	15%	6%	-3%	17%
> Cc1ccc(NC2=NCCCCC2)cc1
    -2%	-7%	-3.3%	1	-0.42	-0.089	0%	0.11	0%	0%	0%	10%
> Cc1ccc(CNC(=O)C2CC(c3cccc([N+](=O)[O-])c3)=NO2)cc1 (stereo unspecified)
    -5%	5%	-3.9%	0.11	-0.16	0.35	16%	0.47	-15%	-4%	4%	-9%
> Cc1cc(C)nc(/N=c2/ssnc2Cl)c1
    29µM*	12%	-5.0%	0.56	-0.034	-1.6	11µM*	-0.56	60%*	30%	-2%	2%
> Cn1c(=O)n(C)c2cc(/C=C3/SC(=O)N(CC(=O)N4CCOCC4)C3=O)ccc21
    2%	0%	-3.7%	-0.076	-0.28	0.16	-7%	-0.28	-3%	8%	-2%	24%
> O=c1c(Cl)c(N/N=C/c2ccc(Br)cc2)cnn1-c1ccccc1
    5%	-6%	-2.0%	0.24	-0.04	-1.1	5%	-0.63	16%	-1%	-4%	-21%
> C=CCSc1nnc(NC(=O)c2ccc(Cl)nc2)s1
    -13%	-4%	-6.0%	1.7	-0.19	-0.55	0%	0.25	2%	2%	-2%	9%
> CCCCCN1C(=O)Cn2c(nc3ccccc3c2=O)C1C (stereo unspecified)
    -6%	-7%	4.6%	0.32	-0.24	-0.37	8%	-0.053	-5%	4%	9%	7%
> O=C(c1cc(=O)c2ccccc2o1)N1CCN(c2cccc(Cl)c2)CC1
    5%	-3%	-7.8%	0.16	-0.37	0.0067	-2%	0.33	-7%	6%	0%	6%
> CCc1n[n+](CC(=O)c2ccccc2)c(N)s1
    -13%	-10%	-13%	0.94	-0.28	-0.07	-4%	0.29	-21%	13%	-2%	0%
> CCC1CCCCN1S(=O)(=O)c1ccc(NC(=O)c2cccs2)cc1 (stereo unspecified)
    9%	0%	-1.1%	-0.57	-0.19	-0.34	17%	-0.58	12%	-1%	7%	-7%
> COc1ccccc1CC(=O)O/N=C(\N)c1cccc([N+](=O)[O-])c1
    -7%	-7%	-0.4%	0.13	-0.17	-0.049	-5%	-0.15	2%	8%	2%	-2%
> CC(=O)Nc1ccc(NC(=O)c2cc(C)nn2-c2ccccc2)cc1
    10%	-1%	-5.6%	0.95	-0.24	-0.47	2%	-0.3	6%	-1%	-2%	0%
> O=Cc1ccc(Sc2ncccn2)o1
    0%	-1%	-3.1%	-2.5	0.01	3.4	13%	1.3	-11%	2%	3%	5%
> CCC(=O)N1CCC(c2ccc(OC)cc2)=N1
    8%	-8%	-8.1%	-0.11	-0.096	-0.36	14%	-0.1	22%	15%	-1%	1%
> CCOc1ccc(C(=O)Nc2c3c(nn2C(C)(C)C)CSC3)cc1OCC
    9%	6%	-4.4%	-1.7	-0.24	0.54	24%	0.11	15%	4%	-2%	2%
> Cc1ccc(NC(=O)C/C(N)=N/OC(=O)c2ccccc2)cc1
    -3%	2%	-2.9%	-0.3	-0.36	0.85	0%	-0.2	-9%	-5%	2%	2%
> CCCc1nnc(NC(=O)CCCN2C(=O)c3ccccc3C2=O)s1
    5%	-8%	-4.2%	0.45	-0.26	0.37	-6%	0.012	5%	3%	3%	-8%
> Cc1cc(NC(=O)CSc2nc3c(sc4ccccc43)c(=O)n2CCc2ccccc2)n[nH]1
    4%	-9%	-8.9%	0.11	-0.18	0.92	26%	0.42	8%	0%	2%	-15%
> COc1ccc(CC2(C)OC(c3ccncc3)=NN2C(C)=O)cc1 (stereo unspecified)
    -6%	4%	0.1%	-1.8	-0.12	1.1	2%	0.89	-9%	2%	5%	9%
> CC1(C)C(=O)OC(c2ccccc2)C(C)(C)C1=O (stereo unspecified)
    nt	-9%	nt	0.46	-0.24	0.42	8%	0.28	nt	5%	-2%	-1%
> CCC(C(=O)Nc1ccccc1)c1ccccc1 (stereo unspecified)
    -11%	1%	-4.0%	-1.7	-0.19	1.2	2%	1.1	-6%	6%	4%	5%
> CC(C)(C)c1cc(-c2n[nH]c(=S)n2-c2ccc(Cl)cc2)n[nH]1
    nt	-5%	nt	-0.28	-0.26	-0.091	-17%	0.53	nt	2%	18%	13%
> CC(=O)c1c(C)[nH]c(C(=O)OCC(=O)Nc2ccccc2Cl)c1C
    -6%	-7%	-4.0%	0.09	-0.36	-0.64	12%	-0.63	-3%	8%	1%	0%
> Cc1cc2ccccn2c1C(=O)c1cc([N+](=O)[O-])cc([N+](=O)[O-])c1
    -1%	4%	-12%	-2.4	5.6	0.56	9%	1.8	0%	-1%	2%	2%

Filtered by structure, those above with bromine.
Order of results – PMI inhibition	LYP inhibition	XIAP displacement	Dynein transport cell count	Dynein transport cytoplasmic EGFP	Dynein transport	AID2073	Dynein transport nuclear GR-EGFP	human PMI inhibition	M1AAP inhibition	SIAH1 antagonists	P. falciparum M17LAP
> O=C(Nc1cccc2ccccc12)c1cc2c(cc1Br)OCO2
    nt	-4%	nt	0.43	-0.26	-0.48	-7%	-0.26	nt	5%	2%	0%
> Cn1c(CNC(=O)c2ccco2)nnc1SCC(=O)Nc1ccc(Br)cc1F
    -3%	1%	-9.7%	-0.097	-0.28	-0.47	5%	-0.34	-5%	0%	4%	23%
> O=c1c(Cl)c(N/N=C/c2ccc(Br)cc2)cnn1-c1ccccc1
    5%	-6%	-2.0%	0.24	-0.04	-1.1	5%	-0.63	16%	-1%	-4%	-21%
